From PubChem
Exocytosis inh – blocks lytic granule exocytosis; TALL-104 LAMP-1 surface exposure, flow cytometry; cells stimulated with thapsigargin and PMA; inhibition, % at 10 µM; hit rate 0.66% among 360,000;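 active means inhibition above about 55%, limit read from the data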
ABHD5 PLIN5 PPI – inhibitors of human ABHD5-perilipin-5 interaction | Split G. princeps luciferase complementation, luminescence, 4 h | inhibition, % at 4 µM | hit rate 0.78% among 360,000;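 active means inhibition above the mean inhibition across every tested compound plus 3 SD, cut at about 22% in these data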;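 further: 0% = DMSO only wells and the 100% control is not disclosed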
HTR2A ag – mouse HTR2A agonism via beta-arrestin recruitment; activation, % at 7.6 µM; AID 624169; hit rate 0.66% among 360,000; P35363; CHO-K1 mHTR2A beta-arrestin complementation, luminescence; percent of 30 µM serotonin response;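 active means activation above a run cutoff, the mean activation of all tested compounds plus 3 SD, cut at about 14% in these data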;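 further: 0% = plate median of compound wells and 100% = 30 µM serotonin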
ABCB6 inh 2 – inhibitors of human ABC transporter ABCB6; Q9NP58; K562-ABCB6 porphyrin accumulation, flow cytometry, 1 h; active compounds read low; fluorescence ratio to DMSO, % at 10 µM; hit rate 0.19% among 360,000; AID 602162;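 active means fluorescence ratio to DMSO below 75%, the collection mean minus 3 SD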;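 further: signal is porphyrin accumulated inside mitochondria; 100% equals median channel fluorescence of DMSO control wells; lower ratio means ABCB6 inhibition with less porphyrin fluorescence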
Target sequence (Q9NP58 whole entry, looked up): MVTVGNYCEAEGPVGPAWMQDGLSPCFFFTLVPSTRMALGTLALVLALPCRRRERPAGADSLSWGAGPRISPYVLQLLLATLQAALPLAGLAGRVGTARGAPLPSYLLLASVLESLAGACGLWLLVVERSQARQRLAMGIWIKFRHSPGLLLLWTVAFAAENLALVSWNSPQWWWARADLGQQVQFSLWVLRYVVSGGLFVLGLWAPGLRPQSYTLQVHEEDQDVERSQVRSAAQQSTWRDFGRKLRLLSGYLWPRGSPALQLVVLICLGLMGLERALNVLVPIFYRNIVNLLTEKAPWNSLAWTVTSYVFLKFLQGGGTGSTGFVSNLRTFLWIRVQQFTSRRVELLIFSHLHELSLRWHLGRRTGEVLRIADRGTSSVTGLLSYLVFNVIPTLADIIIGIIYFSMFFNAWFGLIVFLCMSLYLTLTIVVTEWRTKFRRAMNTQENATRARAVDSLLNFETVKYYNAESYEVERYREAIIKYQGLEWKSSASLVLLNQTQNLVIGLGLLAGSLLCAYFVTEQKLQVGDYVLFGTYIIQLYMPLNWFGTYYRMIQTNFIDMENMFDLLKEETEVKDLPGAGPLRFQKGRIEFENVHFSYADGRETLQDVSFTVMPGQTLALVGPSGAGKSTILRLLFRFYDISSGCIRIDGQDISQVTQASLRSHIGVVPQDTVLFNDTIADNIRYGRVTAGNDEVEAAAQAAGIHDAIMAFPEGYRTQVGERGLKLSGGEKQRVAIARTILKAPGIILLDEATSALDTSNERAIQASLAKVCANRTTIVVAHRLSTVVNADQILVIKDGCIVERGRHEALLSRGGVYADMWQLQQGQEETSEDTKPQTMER
Cardio protect – myocardial damage modulation in H9c2 cells; H9c2 cardiomyocytes, H2O2 injury protection, ATPLite, 2 h; protection from H2O2 cell death, % at 20 µM; hit rate 0.63% among 360,000;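 active means compounds giving at least 50% protection of heart cells from peroxide-induced death in the single-dose screen, raw or plate-pattern-corrected value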;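 further: 0% = DMSO wells with peroxide and 100% = DMSO wells without peroxide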
iPSC survival up – increases survival of single human iPS cells; hiPSC single-cell survival, ATPlite luminescence; 100% = ROCK inhibitor wells, 0% = DMSO; AID 602274; survival enhancement, % at 20 µM; hit rate 0.044% among 360,000; in the data active means survival enhancement above about 18%;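 further: cells exposed to compounds for 16 hours before the ATP read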
Glyco luc inh – blocks N-linked glycosylation in D54 reporter cells; reporter increase, % at 12.5 µM; D54 ERlucT glycosylation luciferase reporter, 24 h; percent of 100 nM tunicamycin response; hit rate 0.23% among 360,000; AID 588692;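 active means mean luciferase reporter signal, scaled so untreated is 0 and the glycosylation-blocking control 100, at or above a set limit in every replicate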;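 further: luciferase carries N-glycosylation sites so blocking glycosylation raises the light; 0% = median of neutral control wells and 100% = median of 100 nM tunicamycin wells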
aDG glyco up – increases alpha dystroglycan glycosylation; Pro5-aDG cells, alpha-DG glycosylation AlphaScreen (IIH6); 0% Pro5, 100% B10-LARGE cell signal; hit rate 0.22% among 360,000; activation, % at 10 µM;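 active means activation of at least 8% versus controls, or a plate z-score of at least 8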;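 further: Pro5 are CHO cells carrying HIG-tagged alpha-DG that lacks glycosylation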
MC4R antagonist – blocks human MC4R cAMP signaling; MC4R-expressing cells, MTII-stimulated cAMP, LANCE TR-FRET; hit rate 0.48% among 360,000; inhibition, % at 6.5 µM;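 active means inhibition above its plate's cutoff, the mean of tested wells on that plate plus 3 SD, cut at about 29% in these data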;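 further: 0% = Melanotan II alone and 100% = Melanotan II plus saturating MCL0020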
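Test system: U2OS cells stably expressing human melanocortin 4 receptor (MC4R); also added: Melanotan II challenge; compound: 6.5 µM single dose; timing: 30-min compound preincubation, 1-h Melanotan II challenge, 1-h detection, room temperature; signal: Eu-cAMP/anti-cAMP TR-FRET, emission 671 nm; repeats: one well per compound, no replicates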
MC4R ag barr – agonists of human melanocortin 4 receptor (MC4R) beta-arrestin | activation, % at 8.9 µM | P32245 | hit rate 0.98% among 360,000 | U2OS MC4R beta-arrestin complementation, luminescence; percent of melanotan II response, DMSO zero;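 active means activation above a per-plate cutoff, the mean activation of sample wells on that plate plus 3 SD, cut at about 8% in these data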
Active calls of the source: *.

Molecule | Exocytosis inh | ABHD5 PLIN5 PPI | HTR2A ag | ABCB6 inh 2 | Cardio protect | iPSC survival up | Glyco luc inh | aDG glyco up | MC4R antagonist | MC4R ag barr
N#CC1=C2SCN(Cc3ccco3)CN2C(=O)CC1c1ccc(Cl)cc1 (stereo not drawn) | 1 | -1 | -1 | 99 | 11 | 0.5 | 0 | 0.5 | 9 | -0.9
O=C([C@@H]1CCCN1C(=O)c1cccs1)N1CCN(S(=O)(=O)c2ccccc2F)CC1 | -2 | 4 | 7 | 93 | -1 | -0.4 | -1 | -0.2 | 2 | -0.3
O=C(CN1CCN(c2cccc(C(F)(F)F)c2)CC1)NCc1ccccc1 | -2 | 3 | -13 | 97 | 7 | -0.6 | 1 | 0.4 | 5 | 1.9
Cc1cccc(Cn2c(-c3ccc[nH]c3=O)nc3ccccc32)c1 | -4 | -3 | 2 | 93 | -5 | -0.4 | 1 | 0.1 | 8 | -0.9
Cn1c(N)c(C(=O)COC(=O)CNC(=O)c2ccc(Cl)cc2Cl)c(=O)n(C)c1=O | -1 | 2 | 14* | 92 | 3 | -2.1 | 3 | 0.3 | 14 | -1.8
Cc1cccc(Nc2nc(NCCO)nc(N3CCCC3)n2)c1 | -4 | 2 | -5 | 98 | -2 | -1.6 | 4 | 0.2 | 2 | 0.0
CC(C)CSc1nnc2[nH]c(=O)cc(N)n12 | -2 | -5 | -3 | 96 | -6 | 9.9 | 1 | 0.1 | 8 | -1.4
O=C(NCc1ccc(Cl)cc1)C1CCN(C(=O)Cc2ccccc2)CC1 | -2 | -2 | -4 | 100 | 6 | -0.4 | 0 | -0.3 | 19 | -1.6
Cc1cccc(C)c1NC(=S)N1CCCN(C)CC1 | -5 | -10 | -4 | 97 | 4 | -0.6 | -1 | -0.2 | -6 | -2.1
NS(=O)(=O)c1ccc(NC(=S)NCc2cccs2)cc1 | -2 | 7 | -4 | 94 | -3 | -1.7 | -1 | -0.2 | 3 | 0.0
CCN(CC(=O)Nc1c(F)cccc1F)C(=O)c1cc(C)oc1C | -18 | -3 | 3 | 97 | -2 | 0.0 | 0 | -0.1 | 10 | -3.2
O=C(Cn1cnc2ccccc21)Nc1cccc([N+](=O)[O-])c1 | 0 | -3 | -1 | 93 | -19 | -1.4 | -1 | 0.6 | 3 | -1.2
CCc1ccc(CNc2ccc3c(c2)ncn3CC)cc1 | 10 | -1 | -9 | 97 | -8 | -0.4 | -4 | 0.5 | -6 | -0.4
COc1cccc(NC(=O)CN(C)C(=O)CCC(=O)c2cc(C)sc2C)c1 | -7 | -2 | 5 | 96 | -4 | -0.2 | -2 | 0.3 | -3 | -1.1
COCCN(C(=O)c1ccc(N2C(=O)c3ccccc3C2=O)cc1)c1c(N)n(CC(C)C)c(=O)[nH]c1=O | -1 | 5 | 1 | 95 | -1 | -0.4 | 0 | -0.1 | 1 | -1.4
Cc1ccc(-c2nn3c(C)nnc3s2)cc1NCc1c(F)cccc1Cl | 8 | 2 | -3 | 94 | -6 | 0.6 | 24 | 0.9 | -5 | 5.2
O=C(CN1C(=O)c2ccccc2C1=O)NCC(=O)OCC(=O)c1ccc(Br)cc1 | -6 | -1 | 1 | 93 | -2 | -0.9 | 0 | -0.2 | 6 | -1.4
COc1ccc2nc(C)cc(NCc3cccc(C(F)(F)F)c3)c2c1 | 8 | 5 | -5 | 98 | -11 | -0.4 | -5 | -0.1 | -2 | -0.9
CC(NC(=O)c1cccc(S(=O)(=O)N(C)C)c1)c1nc2ccccc2[nH]1 (stereo not drawn) | 0 | 8 | -6 | 85 | -1 | -0.2 | 2 | -0.1 | 2 | 4.4
Nn1c(SCC(=O)Nc2ccccc2Br)nnc1-c1ccco1 | 23 | 12 | -1 | 97 | 0 | -0.3 | 2 | -0.1 | 6 | -1.7
Cc1ccc(CNC(=O)CNS(=O)(=O)c2cccc3nsnc23)cc1 | 1 | -4 | -3 | 95 | 14 | 1.0 | 0 | 0.0 | 9 | -2.0
Cc1cccc(-c2c3c(nc4c2c(=O)n(C)c(=O)n4C)-c2ccccc2C3O)c1 (stereo not drawn) | 2 | 1 | -1 | 97 | 8 | 2.5 | -3 | -0.1 | 25 | 0.7
O=C(NCC1CCCO1)/C(=C\c1ccc(Cl)cc1)NC(=O)c1ccccc1 (stereo not drawn) | -1 | -3 | 6 | 105 | 15 | -1.1 | 1 | 0.0 | 8 | -2.2
O=C(Cc1c(O)c2ccccc2[nH]c1=O)NCc1ccc(F)cc1 | -1 | -1 | 1 | 96 | -7 | 1.2 | 3 | 0.0 | -3 | 1.8
C=CCNC(=O)COC(=O)c1cccnc1Nc1ccccc1F | 1 | 11 | 2 | 102 | 10 | -0.1 | 4 | 1.2 | -4 | -0.7
CC(C)c1nc2oc3c(NCc4cccnc4)ncnc3c2c2c1CCC2 | -2 | 6 | 3 | 99 | -1 | 0.2 | 3 | 0.0 | 7 | 0.6
Cc1ccc(-c2csc(Cc3nc(-c4ccc5c(c4)CCC(=O)N5)cs3)n2)cc1 | 5 | -6 | 0 | 125 | -3 | 0.6 | -2 | 0.2 | 7 | -2.5
COCC(C)n1c(C)cc(C(=O)COC(=O)c2cccn2C)c1C (stereo not drawn) | 4 | 10 | 2 | 96 | -13 | 0.9 | -14 | 0.6 | -1 | -0.6
COC(=O)c1ccc(CN(c2ccccn2)S(=O)(=O)c2ccccc2)cc1 | 0 | 4 | -5 | 95 | -3 | 3.8 | 0 | 0.5 | 0 | -2.1
O=C(COC(=O)C1CCN(S(=O)(=O)c2cccc3cccnc23)CC1)c1ccccc1 | 0 | 3 | -2 | 94 | 6 | -0.8 | 0 | -0.1 | 24 | 1.6
Cn1nc(-c2ccccc2)cc1NC(=O)CCCC(=O)O | 0 | 1 | -4 | 101 | -1 | -0.2 | -1 | 0.0 | -1 | 3.7
Oc1ccc(-c2nnc(Nc3ccccc3)c3ccccc23)cc1 | 7 | 2 | 2 | 98 | 1 | -0.4 | 1 | 0.0 | 17 | -1.4
Cc1sc2c(c1C)c(=O)n(-c1ccc(F)cc1)c(=O)n2CC(=O)NCc1ccco1 | 2 | -5 | 3 | 93 | 1 | -0.5 | 0 | 0.1 | 4 | -0.1
CSc1nc(-c2ccccc2)cn1-c1ccc(NC(C)=O)cc1 | -1 | 3 | 0 | 89 | -10 | -1.1 | 2 | 1.3 | 3 | -2.0
O=C(CCSCc1ccccc1F)NCCc1ccccc1 | -6 | -9 | -6 | 98 | 2 | -0.6 | 2 | 0.5 | 11 | 0.0
Cc1ccc[n+](Cc2ccc([N+](=O)[O-])cc2)c1 | 3 | 2 | 4 | 103 | 8 | 1.3 | 3 | 0.0 | 4 | -3.7
CCOc1ccc(OCC)c(NC(=O)CC2Oc3ccc(C)cc3NC2=O)c1 (stereo not drawn) | -2 | -10 | -1 | 95 | -16 | 3.7 | 6 | 0.0 | -5 | 0.1
O=C(O)c1ccc(Nc2nc(-c3ccc([N+](=O)[O-])cc3)nc3ccccc23)cc1 | 34 | -6 | 0 | 100 | 3 | 0.1 | 6 | -0.3 | 21 | -2.3
Cc1nn(C)c(C)c1S(=O)(=O)Nc1ccc2c(c1)OCO2 | -1 | 2 | 3 | 76 | -7 | 1.2 | 0 | -0.1 | -4 | -1.6
O=C(CCN1C(=O)c2cccc3cccc(c23)C1=O)NCc1cccnc1 | 1 | 1 | 4 | 100 | 7 | -2.3 | 2 | 0.3 | 4 | -2.0
O=C(c1ccc(-c2ccc(Cl)cc2)o1)N1CCN(S(=O)(=O)c2cccs2)CC1 | 1 | -1 | -1 | 93 | 4 | -3.2 | -9 | -0.2 | 6 | -0.1
O=C(Nc1nnc(CCc2ccccc2)s1)c1cccs1 | -1 | -1 | -2 | 95 | -3 | 7.5 | 1 | -0.1 | -2 | 0.8
CCc1ccccc1-n1c(-c2ccncc2)n[nH]c1=S | -1 | -5 | 6 | 95 | 1 | -0.9 | -1 | -0.1 | 3 | -0.1
O=C(O)CCNS(=O)(=O)c1ccccc1C(F)(F)F | -2 | -8 | -3 | 102 | 5 | -0.8 | 3 | -0.2 | 19 | -2.9
CCOc1ccc(CCNC(=O)c2cccnc2N2CCCC2)cc1OCC | 26 | 0 | 0 | 97 | -2 | 5.1 | 2 | -0.1 | -1 | -0.8
COc1ccc([N+](=O)[O-])cc1NC(=S)NC(NC(C)=O)C(Cl)(Cl)Cl (stereo not drawn) | 25 | 5 | -9 | 96 | 1 | 0.4 | 3 | 0.0 | 8 | -1.6
CCCCC(=O)NC(NC(=O)CCCC)c1ccc(OCCC)c(OC)c1 | -4 | 2 | 3 | 97 | 1 | 0.0 | 1 | -0.1 | 0 | 1.8
CCOC(=O)c1sc(-c2ccccc2)cc1N | -4 | -9 | -4 | 99 | -5 | -3.3 | 1 | 0.0 | 0 | 0.3
CC(C)n1ncc2c(C(=O)Nc3ccc(S(C)(=O)=O)cc3)cc(C3CC3)nc21 | -9 | -8 | -9 | 88 | 5 | 0.5 | -6 | -0.2 | -5 | -1.1
Cc1ccccc1-c1cc(C(=O)NCc2cccc(C(F)(F)F)c2)nn1CC1CC(c2cccc([N+](=O)[O-])c2)=NO1 (stereo not drawn) | -2 | -14 | -7 | 91 | -6 | 0.9 | -10 | 0.9 | 2 | -0.7
O=C(NCc1cccnc1)NC1(c2ccccc2)CC1 | -1 | -3 | 20* | 105 | 1 | -0.5 | 0 | 10* | -1 | 1.6
COc1ccc(-c2noc(CN(C)S(=O)(=O)c3ccc(C)cc3)n2)cc1 | 5 | -5 | 2 | 79 | -27 | -0.4 | -4 | -0.3 | -2 | -2.1
OC(c1ccc(F)c(F)c1)c1nc(-c2cccc3cccnc23)cs1 (stereo not drawn) | 18 | -6 | 2 | 94 | -5 | -1.2 | 2 | 0.0 | 8 | 2.2
CCNS(=O)(=O)c1ccc(C(=O)OCc2cc(=O)oc3cc(OC)ccc23)cc1 | 6 | 2 | -1 | 98 | 1 | -0.4 | 0 | 0.1 | 3 | -1.4
CSCCC(NC(=O)c1ccccc1Br)C(=O)NNC(=O)c1ccco1 (stereo not drawn) | 4 | 13 | 1 | 97 | 2 | -0.2 | -2 | -0.1 | 0 | 4.4
Cc1nnc2ccc(-c3cccc(NC(=O)c4ccco4)c3)nn12 | 9 | -4 | 1 | 97 | 35 | -0.1 | 11 | 0.1 | 24 | -0.2

Limited to Exocytosis inh and Cardio protect, for some of the entries so far:
Structure | Exocytosis inh | Cardio protect
O=C(Nc1nnc(CCc2ccccc2)s1)c1cccs1 | -1 | -3
CCc1ccccc1-n1c(-c2ccncc2)n[nH]c1=S | -1 | 1
